# Compound activity deposited in PubChem by National Center for Advancing Translational Sciences (NCATS).
# GRP78 ERSR act = induces the endoplasmic reticulum stress response in human glioma cells | U87-MG GRP78 promoter luciferase reporter, 16 h | Potency, µM, for the others: at the highest dose activation, hits mostly activators | 420,000 tested, 0.02% active; also: potency is read from the fitted curve at half-maximal effect; series mostly up to about 76 µM; % of control where 0% means no effect; nearly all actives have a fitted effect of over 35% in size
#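 Stably transfected U87-MG human glioma cells carrying a GRP78-based luminescent sensor were seeded at 1000 cells/well, pin-dosed with compounds and incubated 16 h. Luciferase reagent was then added, and end-point luminescence was read after 10 min at room temperature.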
# Vif-APOBEC3F blk = blocks the Vif interaction with APOBEC3F. HeLa A3F-eYFP + Vif (tagged APOBEC3F with the HIV-1 protein that degrades it), YFP fluorescence increase. AID 602313. 390,000 tested, 0.2% active. Potency, µM (top dose mostly 46.1 µM), inactives show top-dose activity, negative = active; also: potency is read from the fitted curve at half-maximal effect; % of control where 0% means no effect; nearly all actives have a fitted effect of over 65% in size
#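 HeLa cells stably expressing A3F-eYFP plus Vif, plated and incubated overnight at 37 deg C, then exposed to compounds overnight at 37 deg C. Blocked degradation read as raised yellow fluorescence (Ex 488/Em 500-530).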
# RGS4 inhibitor = human RGS4 inhibition. P49798. Transcreener GDP fluorescence polarization, RGS4-accelerated GTP hydrolysis. Potency, µM (doses to about 114 µM), for the others: at the highest dose activity change, negative = inhibition, most hits filed as inhibitors. 390,000 tested, 0.039% active. AID 504845; also: potency is read from the fitted curve at half-maximal effect; % is scaled to controls: 0 for no effect and ±100 for the full control effect; nearly all actives have a fitted effect of over 75% in size; some results filed as inactive show a strong effect at the top dose
# Target sequence (P49798 whole entry, looked up): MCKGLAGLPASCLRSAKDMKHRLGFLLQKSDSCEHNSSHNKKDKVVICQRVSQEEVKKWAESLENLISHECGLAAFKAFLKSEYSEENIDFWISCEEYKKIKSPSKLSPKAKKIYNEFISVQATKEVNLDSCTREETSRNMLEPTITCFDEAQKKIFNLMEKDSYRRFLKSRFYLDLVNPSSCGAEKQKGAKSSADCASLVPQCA
#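 MLSMR compounds (23 nl, pin-transferred) preincubated 10 min at room temperature with a 500nM (2x) first reagent, then RGS4 at 900nM (2x) plus Transcreener GDP mix added; fluorescence polarization (620/688 nm) read before and after 90 min at 30 °C.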
# LDHA inh = blocks human lactate dehydrogenase A; P00338; purified LDHA, NADH/diaphorase-resazurin fluorescence; active compounds read low; activity change, % (values are at about 110 or 230 µM); 480,000 tested, 0.15% active; in the data active = activity change below about -30%; inconclusive = mostly about -25% to -30%;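 also: plate controls were DMSO wells for no effect and wells without enzyme for full effect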
#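 Human LDH5 (2 nM) was incubated with 0.06 mM NADH and 0.2 mM pyruvate for 5 min at room temperature in Tris pH 7.4. Remaining NADH was coupled through diaphorase/resazurin, and resorufin fluorescence was read at 0 and 20 min.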
# D2 ag = D2 dopamine receptor (human) agonism; P14416; HEK293 T-REx D2 cells, calcium flux agonist mode; activation, % at 2 µM; 340,000 tested, 0.53% active; AID 485358;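 active = activation over 3 SD above normal in the single-dose calcium agonist read, cut at about 30% in these data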; also: 0% is about no effect
#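 Calcium-flux readout, 1 cycle/sec over 180 s following compound pin transfer, in inducible HEK293 Trex D2 cells (force-coupled); dopamine controls included. Positive calcium responses during this window marked compounds as potential agonists.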
# D2 antag = antagonists of human D2 dopamine receptor. HEK293 TREx D2 cells, calcium flux, dopamine EC80. inhibition, % at 10 µM. 340,000 tested, 2% active; in the data active = inhibition above about 30%; also: 0% is about no effect
#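 Compounds are added to dye-loaded, induced HEK293 T-REx cells coupled to calcium release via D2; after a 3 min kinetic read an EC80 dopamine stimulus is given and fluorescence is recorded for 3 more min.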
# ALOX12 inh = ALOX12 (human) lipoxygenase inhibition | P18054 | purified 12hLO, xylenol orange hydroperoxide absorbance | Potency, µM (series often up to 108 µM), for inactives: top-dose activity change, negative = inhibition, actives largely listed as inhibitors | 580,000 tested, 1.1% active | AID 1671190; also: potency is read from the fitted curve at half-maximal effect; % is scaled to controls: 0 for no effect and ±100 for the full control effect
#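 Purified human 12hLO (150 nM final) in 25 mM Hepes, 0.01% Triton X-100, pH 7.0 was preincubated 15 min at room temperature with compound. Then 40 uM arachidonic acid was added, 30 min. Hydroperoxide was read by Fe-XO absorbance ratio 573/405 nm.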
# ERG-DNA inh = ERG Ets/DNA interaction inhibition | fluorescence polarization, His-ERG Ets domain / labelled DNA | Potency, µM (doses to about 76.9 µM), without a hit: at the top dose FP activity, negative = inhibition, usual class: inhibitors | 370,000 tested, 0.028% active; active = well fitted inhibition curve with a large enough effect in the polarisation, with a control signal flat; inconclusive = small, poorly fitted or top-dose-only effect, or effect the other way, or a change in a side signal; inactive = no such curve, though single readings can be large or run the other way; the % refers to the polarisation;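 also: polarization taken with two DNA probes labelled with fluorescein and Texas red; potency is read from the fitted curve at half-maximal effect; % of control where 0% means no effect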
# Target sequence (P11308 whole entry, looked up, the tested form may be a part): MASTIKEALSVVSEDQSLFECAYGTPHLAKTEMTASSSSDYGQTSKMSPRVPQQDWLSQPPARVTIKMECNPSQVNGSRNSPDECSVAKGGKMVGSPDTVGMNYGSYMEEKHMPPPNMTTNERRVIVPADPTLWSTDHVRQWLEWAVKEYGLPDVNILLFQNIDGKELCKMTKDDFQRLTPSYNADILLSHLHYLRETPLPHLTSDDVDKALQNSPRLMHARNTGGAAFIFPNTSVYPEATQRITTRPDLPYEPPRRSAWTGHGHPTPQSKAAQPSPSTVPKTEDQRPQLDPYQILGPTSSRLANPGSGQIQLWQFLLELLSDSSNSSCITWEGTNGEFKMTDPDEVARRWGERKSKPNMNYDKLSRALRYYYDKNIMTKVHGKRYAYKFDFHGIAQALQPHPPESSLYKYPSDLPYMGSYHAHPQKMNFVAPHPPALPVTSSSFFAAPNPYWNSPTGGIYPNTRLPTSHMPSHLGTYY
#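 His-tagged ERG Ets domain (1 uM in the protein solution; 300mM KCl, 50mM Tris-HCl, 1mM EDTA, 1mM DTT, pH 7.5) received compound, then a probe mix of 5 nM fluorescein-DNA and 100nM Texas-615-DNA. Fluorescence polarization was read for both dyes.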
# Vif-A3G inh = inhibitors of Vif-APOBEC3G interaction | Q9HC16 | HeLa A3G-eYFP + Vif (tagged APOBEC3G with the HIV-1 protein that degrades it), YFP fluorescence, overnight | Potency, µM (top dose mostly 46.1 µM), inactives show at the top dose activity, negative = active, hits mostly inhibitors | 410,000 tested, 0.076% active;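 also: potency is read from the fitted curve at half-maximal effect; % is scaled to controls: 0 for no effect and ±100 for the full control effect; nearly all actives have a fitted effect of over 60% in size; hits raise eYFP signal because A3G escapes Vif-driven loss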
# Target sequence (Q9HC16 whole entry, looked up): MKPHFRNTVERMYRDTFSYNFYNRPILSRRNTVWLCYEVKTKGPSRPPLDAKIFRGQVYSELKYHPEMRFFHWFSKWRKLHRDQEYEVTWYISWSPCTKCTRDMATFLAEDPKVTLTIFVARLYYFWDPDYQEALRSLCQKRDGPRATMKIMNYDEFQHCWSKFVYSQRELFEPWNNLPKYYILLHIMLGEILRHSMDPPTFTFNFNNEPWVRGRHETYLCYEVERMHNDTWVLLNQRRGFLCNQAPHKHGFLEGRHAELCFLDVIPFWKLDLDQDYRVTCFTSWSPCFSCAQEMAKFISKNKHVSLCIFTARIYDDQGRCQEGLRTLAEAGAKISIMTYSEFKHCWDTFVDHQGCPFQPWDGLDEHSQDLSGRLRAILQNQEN
#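 HeLa cells stably expressing Vif and C-terminally eYFP-tagged A3G, seeded overnight at 37 deg C, then exposed to compound by pintool overnight at 37 deg C. Rise in yellow fluorescence (Ex 488/Em 500-530, Acumen) marks blocked Vif-driven A3G degradation.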
# An asterisk follows results filed as active; i = inactive; u = inconclusive; x = not tested or not shown; & = joins results of further samples; [ ] = another dose, or the depositor's remark. Unless noted, calls follow the shape of the dose curve; as a rule, active = well fitted curve in the direction sought with a large enough effect; inconclusive = small, poorly fitted or top-dose-only effect, or another doubt; inactive = no such curve, though single readings can be large; an effect the other way counts as inactive or inconclusive.
# The first 2 records as a preview:
SMILES,GRP78 ERSR act,Vif-APOBEC3F blk,RGS4 inhibitor,LDHA inh,D2 ag,D2 antag,ALOX12 inh,ERG-DNA inh,Vif-A3G inh
COc1cc(/C=C(\C#N)c2nc3ccc(C)cc3[nH]2)ccc1OCc1ccc(C)cc1,7%,u,u,0&10,-0.2,x,-20%&-24%,1%,-25%
Cc1nn(C)c(Cl)c1CN1CCC(CO)(CC2CCCCO2)CC1 (configuration not stated),1%,5%,25%,-13,0.3,8,-7%,0%,0%

# Main list, repeating the preview:
SMILES,GRP78 ERSR act,Vif-APOBEC3F blk,RGS4 inhibitor,LDHA inh,D2 ag,D2 antag,ALOX12 inh,ERG-DNA inh,Vif-A3G inh
COc1cc(/C=C(\C#N)c2nc3ccc(C)cc3[nH]2)ccc1OCc1ccc(C)cc1,7%,u,u,0&10,-0.2,x,-20%&-24%,1%,-25%
Cc1nn(C)c(Cl)c1CN1CCC(CO)(CC2CCCCO2)CC1 (configuration not stated),1%,5%,25%,-13,0.3,8,-7%,0%,0%
CCN1CCSc2ccc(C(=O)NCc3cccc(F)c3)cc21,1%,0%,8%&-8%,-9&1,1.1&-0.6,44*,-16%&-8%,-4%&-2%,2%
CCSC(=S)Nc1c(C)n(C)n(-c2ccccc2)c1=O,6%,2%,-25%,2,0.1,-13,3%,5%,-2%
COc1ccc(CCn2c(=O)c3cccnc3n(Cc3cccc([N+](=O)[O-])c3)c2=O)cc1OC,2%,-7%,-3%,-9,-0.9,5,0%,3%,1%
CC(=O)CSc1nnc(-c2ccco2)n1-c1ccccc1,-1%,6%,-8%,0,1.0,-1,-23%,7%,0%
COc1ccc(Nc2nc(Nc3ccc(OC)cc3)nc(SC3=NCCS3)n2)cc1,-3%,-3%,3%[11.4 µM],1,-0.1,-4,0%,-5%,3%
CC(C)(C)c1ccc(C(CC(=O)O)NC(=O)Cc2ccc(Cl)cc2)cc1 (configuration not stated),-6%,3%,24%,-2&3,0.2,-7,u,0%,-10%
CC(=O)Nc1cc([N+](=O)[O-])ccc1N1CCOCC1,-1%,-2%,17%,-7,-0.3,-18,-11%,5%,1%
CC(=O)Nc1ccc(C2NC(=O)c3ccccc3O2)cc1 (configuration not stated),-1%,0%,-16%,-2,0.1,6,-4%,-5%,1%
Cc1ccc([N+](=O)[O-])cc1NC(=O)CCCOc1ccccc1,-3%,9%,22%,-9,-0.5,21,-13%,0%,2%
CCCN1C(=O)SC(CC(=O)Nc2ccc(Br)cc2)C1=O (configuration not stated),5%,0%,-29%,2,0.1,12,u,-2%,5%
COc1ccc(N=c2cc(-c3ccc(OC)cc3)oc3ccccc23)cc1,7%,2%,-16%,-6,-0.7,0,-15%,9%,2%
CCc1ccccc1OCC(=O)NC1CCCC1,-4%,0%,u,-7,-0.7,-16,-3%,-1%,0%
COc1ccccc1C(CNC(=O)c1cc(C)nc2ccccc12)N(C)C (configuration not stated),-2%,2%,20%,-4,0.2,-29,-23%,-1%,0%
O=C(Nc1ccccc1)N1CCCC1c1cccs1 (configuration not stated),-5%,-1%,3%,-2,x,x,43%[activator],-2%,1%
Cc1csc(N=Cc2ccc([N+](=O)[O-])o2)n1,0%,-3%,x,6,x,x,-24%,x,4%
Cc1cc(=O)n(C)c(=O)n1CCCCOc1cccc([N+](=O)[O-])c1,-2%,1%,14%[11.4 µM],-5,-1.0,-3,-20%,5%,2%
O=C(NC1CC2CCCC(C1)N2Cc1ccccc1)c1cccc(Cl)c1 (configuration not stated),-5%,2%,-12%,-2,-1.2,90*,-1%,-5%,-2%
COC(=O)c1cccc(CSc2nc3ccccc3[nH]2)c1,-7%,2%,-2%,0,-1.3,2,-5%,10%,2%
COc1cccc(Cn2nnc(C(=O)NCc3ccc4c(c3)OCO4)c2N)c1,-4%,-15%,-2%,-7,0.4,-8,-6%,8%,-1%
CCOc1ccc(-n2c(=S)sc3c(=O)n(-c4ccccc4)c(SC)nc32)cc1,-2%,2%,20%,-3,1.1,-24,0%,-7%,0%
Cc1c(C(=O)NN)sc(-c2ccccc2)c1C#N,-3%,1%,-5%,-8,0.7,2,20%,-3%,-8%
Clc1ccccc1-c1ccc2ncnc(NCc3cccnc3)c2c1,-1%&-1%,-2%,-3%,2,x,x,u,x,-6%
Cc1ccc2sc(N(CCN(C)C)C(=O)c3ccc4ccccc4c3)nc2c1C,-9%,17%,-22%,1,x,x,u,16%,0%
O=C1Nc2ccc(I)cc2C1=Cc1cc(Br)c(O)c(Br)c1,-4%,x,x,-12,x,x,u,x,-12%
Cc1cc(NC(=O)c2ccc(Cl)cc2)n(-c2ccccc2)n1,-3%,-4%,-13%,-4,1.1,3,-6%,-4%,-7%
CSCCC(NS(=O)(=O)c1ccccc1F)C(=O)NCC(c1ccco1)N(C)C (configuration not stated),-5%,2%,10%,-7,x,x,16%,-16%,0%
COc1ccc(/C=C/C(=O)NC2CC3CCC2C3)cc1 (configuration not stated),2%,-1%,2%,0,0.1,13,33%,-23%,2%
Cc1ccc(C(C(=O)NC2CCCC2)N(Cc2cccs2)C(=O)CNC(=O)c2cccs2)o1 (configuration not stated),-7%,-6%,-21%,-12,0.2,-3,-17%,-2%,-1%
CCOC(=O)C1CCN(C(=O)COc2ccc(Br)cc2)CC1,-8%,-11%,0%,2,-1.3,1,0%,0%,-8%
COc1cc(C(=O)NCCCc2nc3ccccc3n2CC(C)C)cc(OC)c1OC,-2%,7%,25%,-19,-0.5,x,5%,2%,-4%
CN(C)CCN(C(=O)C1=COCCO1)c1nc2ccc(F)cc2s1,-4%,5%,-7%,-5,x,x,i,45%[activator],1%
Fc1ccc(C(c2nnnn2C2CCCC2)N2CCc3ccccc32)cc1 (configuration not stated),0%,-1%,-6%,-2,0.5,-2,0%,-6%,-7%
O=C(Nc1ccccc1)c1ccc(NCc2cccnc2)c(S(=O)(=O)N2CCOCC2)c1,-2%,5%,0%,-5,0.2,1,0%,0%,0%
O=C(Nc1cccc(S(=O)(=O)Nc2ccc(SC(F)F)cc2)c1)C1CCC1,-4%,-4%,-5%,-5,x,x,u,-7%,-11%

# 6 entries already listed, ordered by the number in LDHA inh, lowest first:
SMILES,LDHA inh
COc1cc(C(=O)NCCCc2nc3ccccc3n2CC(C)C)cc(OC)c1OC,-19
Cc1ccc(C(C(=O)NC2CCCC2)N(Cc2cccs2)C(=O)CNC(=O)c2cccs2)o1 (configuration not stated),-12
CSCCC(NS(=O)(=O)c1ccccc1F)C(=O)NCC(c1ccco1)N(C)C (configuration not stated),-7
O=C(Nc1ccccc1)c1ccc(NCc2cccnc2)c(S(=O)(=O)N2CCOCC2)c1,-5
Fc1ccc(C(c2nnnn2C2CCCC2)N2CCc3ccccc32)cc1 (configuration not stated),-2
Cc1ccc2sc(N(CCN(C)C)C(=O)c3ccc4ccccc4c3)nc2c1C,1

# Arranged by molecular weight (smallest number first): part of the list above.
SMILES,GRP78 ERSR act,Vif-APOBEC3F blk,RGS4 inhibitor,LDHA inh,D2 ag,D2 antag,ALOX12 inh,ERG-DNA inh,Vif-A3G inh
COC(=O)c1cccc(CSc2nc3ccccc3[nH]2)c1,-7%,2%,-2%,0,-1.3,2,-5%,10%,2%
Cc1ccc([N+](=O)[O-])cc1NC(=O)CCCOc1ccccc1,-3%,9%,22%,-9,-0.5,21,-13%,0%,2%
COc1cccc(Cn2nnc(C(=O)NCc3ccc4c(c3)OCO4)c2N)c1,-4%,-15%,-2%,-7,0.4,-8,-6%,8%,-1%
Cc1ccc2sc(N(CCN(C)C)C(=O)c3ccc4ccccc4c3)nc2c1C,-9%,17%,-22%,1,x,x,u,16%,0%
COc1ccc(Nc2nc(Nc3ccc(OC)cc3)nc(SC3=NCCS3)n2)cc1,-3%,-3%,3%[11.4 µM],1,-0.1,-4,0%,-5%,3%

# (cont.)
SMILES,GRP78 ERSR act,Vif-APOBEC3F blk,RGS4 inhibitor,LDHA inh,D2 ag,D2 antag,ALOX12 inh,ERG-DNA inh,Vif-A3G inh
Cc1sc(NC(=O)c2ccccc2F)c(CN2CCCCC2)c1C,0%,-1%,11%,-3,-1.6,25,-26%,-11%,1%
CCOc1ccccc1NC(=O)COC(=O)COc1cccc2c1OC(C)(C)C2,-7%,-3%,x,1,x,x,-8%,x,2%
Cc1ccc(Oc2ccc(NC(=O)CCC(=O)OCC(=O)c3cccs3)cc2)cc1C,2%,4%,-46%,-6,0.2,-11,-4%,4%,0%
CC1CCCC(C)N1CCCNC(=O)c1csc2c1CCCCC2 (configuration not stated),-4%,4%,6%[56.9 µM],-7,1.0,5,0%,-8%,0%
COc1ccc(OC)c(-c2cc(C(=O)NCc3ccc(Cl)cc3)no2)c1,4%&4%,-1%&1%,-13%&16%,-2&-13,1.2&4.0,62*,u,1%&-6%,-1%&1%
COc1ccc(-c2csc3ncnc(N4CCN(S(=O)(=O)c5cccc(C(F)(F)F)c5)CC4)c23)cc1,-2%,-7%,-30%,-5,0.4,9,-23%,-7%,0%
Cc1c(OC(C)C(=O)NCC2CCC(C(=O)O)CC2)ccc2c(-c3ccccc3)cc(=O)oc12 (configuration not stated),7%,1%,12%,-15,1.6,-1,-2%,17%,-2%
COc1ccccc1CC(=O)N1CCN(S(=O)(=O)c2ccccc2)CC1,-2%,2%,-26%,-5,-0.5,-5,-28%,-1%,-1%

# Not all compounds are listed; the hit share may differ from the screen's.
